# Compound activity: PubChem, National Center for Advancing Translational Sciences (NCATS)
# Pf growth 96h: Primary qHTS for delayed death inhibitors of the malarial parasite plastid, 96 hour incubation; AID 504834, 2011; P. falciparum luciferase reporter growth, 96 h; Potency, µM (doses to about 28.7 µM), inactives show top-dose activity change, negative = inhibition, hits mostly inhibitors; hit rate 6.9% among 320,000; note: potency is the fitted concentration of half-maximal effect; % is set by controls: 0 for no effect and ±100 for the full control effect
#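 Cell-based qHTS: luciferase-tagged P. falciparum in erythrocytes (2% hematocrit, 0.05% parasitemia final) incubated with compounds for 96 hours, 37 C, 5% CO2; luciferase detection reagent then added and luminescence measured.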
# Giardia FBPA inh: qHTS Assay for Inhibitors of Fructose-1,6-bisphosphate Aldolase from Giardia Lamblia; hit rate 0.71% among 290,000; AID 2451, 2010; purified Giardia FBPA; Potency, µM (doses to about 59.6 µM), inactives show at the top dose activity, negative = inhibition, hits mostly inhibitors; note: potency is the fitted concentration of half-maximal effect; % is set by controls: 0 for no effect and ±100 for the full control effect; nearly all actives have a fitted effect of over 55% in size
# Target sequence (A8B2U2 whole entry, looked up): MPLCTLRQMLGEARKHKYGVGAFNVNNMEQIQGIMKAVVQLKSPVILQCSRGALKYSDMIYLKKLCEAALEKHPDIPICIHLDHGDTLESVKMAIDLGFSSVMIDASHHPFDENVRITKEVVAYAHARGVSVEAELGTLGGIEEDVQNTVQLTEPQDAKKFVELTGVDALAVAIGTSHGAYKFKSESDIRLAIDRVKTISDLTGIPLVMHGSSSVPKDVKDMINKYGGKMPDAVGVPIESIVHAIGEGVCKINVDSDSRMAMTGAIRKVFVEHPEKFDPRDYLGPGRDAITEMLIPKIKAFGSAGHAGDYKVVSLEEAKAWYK
#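 Giardia FBPA (40 nM reagent) was preincubated 10 min at RT with compound (up to 57.5 uM final), then substrate plus GAPDH/TPI/NAD/arsenate coupling system with diaphorase/resazurin was added; resorufin fluorescence (525/598 nm) was read after 20 min.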
# CHX counter: Cycloheximide Counterscreen for Small Molecule Inhibitors of Shiga Toxin. max response, %. cell reporter, cycloheximide protein synthesis inhibition counterscreen. hit rate 12% among 300,000. AID 2314, 2010; in the data active = max response mostly above about 13%, no sharp cut-off; inactive = mostly below about 14%; note: read at 38.3 µM for the half of the compounds with a filed dose; 0% is about no effect
# Sm TGR inh: qHTS Assay for the Inhibitors of Schistosoma Mansoni Peroxiredoxins | AID 485364, 2010 | Schistosoma mansoni thioredoxin glutathione reductase (TGR), Q962Y6 | hit rate 3% among 360,000 | Potency, µM (doses to about 114 µM), inactives show at the top dose activity change, negative = inhibition, actives largely listed as inhibitors | purified TGR, DTNB reduction, TNB absorbance 405 nm; note: potency is the fitted concentration of half-maximal effect; % is set by controls: 0 for no effect and ±100 for the full control effect; nearly all actives have a fitted effect of over 60% in size
#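 First, TGR (20 nM dispensed) and NADPH were mixed with compound. Second, a 15 min room-temperature incubation followed. Third, further NADPH and then DTNB were added to start the reaction. Finally, TNB absorbance was monitored kinetically.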
# Pf growth 48h: Primary qHTS for delayed death inhibitors of the malarial parasite plastid, 48 hour incubation. P. falciparum luciferase growth in erythrocytes, 48 h. Potency, µM (top dose mostly 28.7 µM), for the others: at the highest dose activity change, negative = inhibition, most hits filed as inhibitors. hit rate 5.9% among 310,000. AID 504832, 2011; note: potency is the fitted concentration of half-maximal effect; % is set by controls: 0 for no effect and ±100 for the full control effect
#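 Compounds are pin-transferred into medium, infected erythrocytes (2% hematocrit, 0.1% parasitemia final) are added, and plates sit one parasite generation at 37 C in 5% CO2. Detection reagent is then added and luminescence measured.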
# Shiga inhibitor: A qHTS for Small Molecule Inhibitors of Shiga Toxin; Vero cells, Shiga toxin protein synthesis inhibition reporter; inhibition, % at 38.7 µM; hit rate 9.2% among 290,000; in the data active = inhibition mostly above about 28%, no sharp cut-off; inactive = mostly below about 43%; note: 0% is about no effect
# * = called active by the depositor; ? = inconclusive; · = not tested or not shown; & = joins results of further samples; [ ] = dose if it differs, or a comment. Unless noted, calls come from the whole dose curve; as a rule, active = well fitted curve in the direction sought with a large enough effect; inconclusive = small, poorly fitted or top-dose-only effect, or another doubt; inactive = no such curve, though single readings can be large; an effect the other way counts as inactive or inconclusive.
SMILES,Pf growth 96h,Giardia FBPA inh,CHX counter,Sm TGR inh,Pf growth 48h,Shiga inhibitor
Cc1ccc(NC(=O)c2cccs2)cc1NC(=O)c1cccc(F)c1,?,-4%,7,-15%,9%,10
CN(C)c1ccc(Nc2nc(N)c([N+](=O)[O-])c(N3CCOCC3)n2)cc1,10µM*,-21%,5,-16%,?,35
Cc1ccccc1OCCC(=O)N(CC(=O)Nc1ccccc1C(F)(F)F)Cc1ccco1,?,·,·,-24%,?,·
O=[N+]([O-])c1ccc(-n2nncc2-c2ccccc2)cc1,?,15%,5,5%,-3%,7
S=c1[nH]nc(C2CCCCC2)n1/N=C/c1ccco1,-13%,-2%,-3,-7%,10%,2
Cc1nn(Cc2ccccc2Cl)c(C)c1C(=O)Nc1nnc(C2CC2)s1,·,6%,11,5%,?,10
Cc1cc(NC(=O)c2cnn3c(C(F)(F)F)cc(-c4ccccc4)nc23)no1,0%,4%,7,1%,?,30
O=C(Cn1[nH]c(=O)c2ccccc2c1=O)OCC(=O)N(Cc1ccccc1)Cc1ccccc1,30%[activator],-2%,-2,-7%,·,-17
CC1(C)N=C(c2cccc(F)c2)C(=O)N1,-16%,4%,2,13%,23%,-14
CNC(=O)N1c2ccccc2CCc2ccccc21,?,6%,-2,13%,?,10
Cc1ccc(OCCSc2nc3ccccc3n2CCC(=O)O)cc1,-6%,1%,0,89%&5%[activator],-17%,9
Cc1ncc([N+](=O)[O-])n1S(=O)(=O)c1cc(Cl)ccc1Cl,-20%,-21%,-1,-36%,15%,-7
CN(Cc1ccccc1)C(=O)c1ccc(NC(=O)Cc2cccc(NC(=O)C3CCN(C(=O)C4CCCC4)CC3)c2)cc1,5.9µM*,·,·,5%,?,·
Cc1ccc(CN2CCN(Cc3cnn(-c4ccc(Cl)cc4)c3)CC2CCO)o1 (stereo not drawn),?,3%,3,-27%,1%,-4
O=C(NCc1ccco1)c1ccc(CS(=O)Cc2ccc(Cl)cc2)o1 (stereo not drawn),6%,·,6,-35%,-4%,-3
CC(=O)c1cc(C#N)c(NCc2ccccc2)nc1C,27%,-1%,-4,4%,-46%[1.15 µM],22
CC1=C(C(=O)OC(C)C)C(c2ccncc2)n2ncnc2N1 (stereo not drawn),·,-3%,-7,-5%,-2%,-16
O=c1c([N+](=O)[O-])cccn1Cc1cccc(Br)c1,26%,1%,8,-32%,5%,19
CC1CCCCN1CC(=O)Nc1sccc1C#N (stereo not drawn),-2%,-1%,-3,-1%,·,-5
COc1cccc(-c2nc3ccccc3s2)c1O,9%,-8%,27*,·,165%[activator],64
CC(=O)Nc1ccc(S(=O)(=O)N2CCCC2C(=O)O)cc1 (stereo not drawn),-13%,10%,-3,?,13%,-30
CC(=O)NC(C)c1cc(F)c2cccnc2c1O (stereo not drawn),?,·,·,-3%&-5%,?,·
NC(=O)c1c(NC(=O)c2ccccc2)sc2c1CCCC2,-22%,-6%,32*,-8%,225%[activator],68*
CCOC(=O)Oc1c(OC)cc(C(=O)O[C@H]2C[C@H]3CN4CCc5c([nH]c6cc(OC)ccc56)[C@@H]4C[C@H]3[C@@H](C(=O)OC)[C@@H]2OC)cc1OC,1.3µM*,-19%[21.7 µM],·,·,1.6µM*,·
O=[N+]([O-])c1cccc2ccc(/C=C/c3ccc(C(F)(F)F)cc3)nc12,-24%,-13%,21*,1%,?,31
# Following part
SMILES,Pf growth 96h,Giardia FBPA inh,CHX counter,Sm TGR inh,Pf growth 48h,Shiga inhibitor
COc1ccc(/C=C(\NC(=O)c2ccccc2)C(=O)NCc2ccco2)cc1,4%,3%,2,-13%,31%[activator],-5
Cc1cc(NC(=O)/C=C/c2ccccc2Cl)no1,?,4%,23*,0%,?,67*
Cc1cc(C(=O)N/N=C/c2ccc(OC(=O)c3ccccc3Br)cc2)n[nH]1,-4%,2%,11,·,7%,29
CCCn1c(SCC(=O)c2ccc3c(c2)OCCO3)n[nH]c1=O,?,4%,30*,7%,27%,62*
Cc1c2c(nc3nc4ccccc4n13)CCCC2=O,11%,1%,-3,0%[11.4 µM],·,-7
CC(C)Cc1nc(SCC(=O)NCc2ccccc2)n[nH]1,?,1%,2,-2%,6%,12
C/C(CC(=O)Nc1cccc(C(F)(F)F)c1)=N\NC(=O)c1ccncc1,?,-12%,0,-31%,4%,-1
COC(=O)c1ccc(COc2ccc(C=O)cc2OC)o1,-4%,-2%,11,8%,23%,4
CCOC(=O)c1ccc(CNC(=O)c2cc(C(C)(C)C)oc2C)o1,9%,4%,5,?,?,-4
CCOC(=O)c1ccc(NC(=S)N2CCSC2c2ccc(Cl)cc2)cc1 (stereo not drawn),?,-9%,6,4%,-4%,10
COc1ccc(N2CCN(C(=O)Cc3ccc(Cl)cc3)CC2)cc1,89%[activator],2%,-4,-15%,-10%,-6
COc1ccc(C(=O)N/N=C/c2ccc(OC)c(CN3CCCc4ccccc43)c2)cc1,18%,-14%,9.4*,1%,1.2µM*,1
COc1cccc(Cn2c(N)c(C#N)c3nc4ccccc4nc32)c1OC,10µM*,-15%,-6,1%,?,-4
Cc1cccc(OCCC(=O)NCC(c2ccco2)N2CCCCC2)c1 (stereo not drawn),?,0%,-3,-3%,·,-8
Cc1ccccc1-c1nc(-c2ccccn2)no1,?,5%,-1,61%[activator],182%[activator],5
Nc1ccccc1SCc1cc([N+](=O)[O-])cc2c1OCOC2,53%[activator],-27%,25*,-11%,58%[activator],62*
CCOC(=O)N1CCN(c2nc(=S)n(-c3ccccc3)c(C)c2C(C)=O)CC1,118%[activator],-20%,1,-1%,2%,-6
Cc1ccc(S(=O)(=O)Nc2ccc3c(c2)nc(CCN2CCN(c4ccccn4)CC2)n3C)cc1,?,-8%,-4,-8%,?,1
COc1cc2c(cc1OC)C(c1cc3ccccc3oc1=O)=NC(C)(C)C2,141%[activator],3%,5,13%,8.3µM*,-7
Cc1ccc2cccc(OCC(=O)N(C)CC(=O)Nc3ccc(F)cc3)c2n1,-1%,·,·,-1%,-5%,·
Cc1nn(CC2CC2)c(=O)n1-c1ccc(F)cc1,0%,3%,9,-1%,0%,-6
O=[N+]([O-])c1cc(C(F)(F)F)ccc1Cl,43%[activator],·,·,0%,4%,·
Cc1ccc(NC(=O)COC(=O)c2c(-c3ccccc3)noc2C)cc1,?,·,·,4%,?,·
CC(C)(C)C(=O)Nc1ccc(-c2cn3cccnc3n2)cc1,19%,-2%,28*,-14%,64%[activator],32
Cc1ccc(CNc2ccc3c(c2)nc(C)n3C)cc1,?,-28%,30*,-3%,2%,·
# (more compounds)
SMILES,Pf growth 96h,Giardia FBPA inh,CHX counter,Sm TGR inh,Pf growth 48h,Shiga inhibitor
Cn1ccc2cc(-c3ccc4ncnc(NCc5cccs5)c4c3)ccc21,5.2µM*,·,·,-4%,2.9µM*,·
COc1ccccc1/C=N/NC(=O)c1ccc(Br)cc1,-9%,-11%,26*,0%,4%,19
CCN(CC(=O)Nc1c(F)cccc1F)C(=O)c1cc(C)nc2ccccc12,8%,·,·,-1%,-4%,·
CCN(CC)CCn1nc(C)nc1-c1ccccc1O,·,5%,4,8%,-9%,6
Cc1ccc(S(=O)(=O)N2CCN(C(=O)c3ccco3)CC2)cc1C,?,5%,-5,0%,-8%,-12
COc1cccc(-c2ccc(NC(=O)C3CCCN(Cc4nccn4C)C3)cc2)c1 (stereo not drawn),13µM*,·,22*,-27%,?,35*
CCN(CC)C(=O)CSc1nc2cc3c(cc2c(=O)n1Cc1ccc2c(c1)OCO2)OCO3,·,-2%,-2,1%,?,-11
O=C(N/N=C/c1cc2c(cc1Br)OCO2)c1cccnc1,-19%,1%,14,6%,0%,31
CCN1C(=O)[C@H]2[C@H]3[C@H](O)[C@H](O)C/C(=N\OC[C@@H](C)[C@H](OCc4ccccc4)C(C)C)[C@@H]3CC[C@H]2C1=O,?,-12%,-3,-19%,10µM*,13
COc1ccccc1-n1cnnc1SCC(=O)Nc1ccccc1,48%[activator],4%,1,0%,24%,62*
Clc1ccc(OCc2cn3ccccc3n2)c2ncccc12,-28%,?,37*,5%,127%[activator],90*
CC(C)c1ccc(NC(=O)COC(=O)c2ccc(CN3CCCC3=O)cc2)cc1,0%,·,·,-12%,1%,·
O=C1C=C(c2cccc(O)c2)C[C@@H](c2ccc(F)cc2)C1,?,·,·,-5%,?,·
COc1ccccc1CNC(=O)CCCOc1cc(=O)n(C)c2ccccc12,?,-7%,7,-22%,?,-4
COc1ccc(NC(=O)CN(C)C(=O)c2ccc(NC3CC3)c([N+](=O)[O-])c2)cc1,-25%,·,·,-1%,-30%,·
CC(NS(=O)(=O)c1cccc(C(=O)O)c1)C12CC3CC(CC(C3)C1)C2 (stereo not drawn),?,·,·,1%,?,·
COCCNC(=O)CSc1nnc2c(Cl)cc(Cl)cn12,63%[activator],1%,-8,1%,17%,24
CC(C)(C)c1ccc(S(=O)(=O)N2CC(=O)Nc3ccccc32)cc1,-9%,1%,-3,-23%,·,-12
COC(=O)c1cc(Cl)c(NS(=O)(=O)c2ccccc2)cc1OC,-7%,1%,8,28%,3%,-8
CCOC(=O)c1[nH]c2ccc(OC)cc2c1NC(=O)N1CCOCC1,15µM*,-7%,-3,0%,17%,5
O=C(CCN1C(=O)/C(=C/C=C/c2ccccc2)SC1=S)Nc1nc2ccccc2s1,-17%,-12%,-5,7%,-10%,-8
CN(C)C(=O)CN1CCN(C(=O)CCl)CC1,?,-21%,-2,45µM*,-19%,-3

# Some of these compounds in order of molar mass, falling.
SMILES,Pf growth 96h,Giardia FBPA inh,CHX counter,Sm TGR inh,Pf growth 48h,Shiga inhibitor
CCN(CC)C(=O)CSc1nc2cc3c(cc2c(=O)n1Cc1ccc2c(c1)OCO2)OCO3,·,-2%,-2,1%,?,-11
O=C(CCN1C(=O)/C(=C/C=C/c2ccccc2)SC1=S)Nc1nc2ccccc2s1,-17%,-12%,-5,7%,-10%,-8
COc1ccc(NC(=O)CN(C)C(=O)c2ccc(NC3CC3)c([N+](=O)[O-])c2)cc1,-25%,·,·,-1%,-30%,·
CC(C)c1ccc(NC(=O)COC(=O)c2ccc(CN3CCCC3=O)cc2)cc1,0%,·,·,-12%,1%,·
COc1ccccc1CNC(=O)CCCOc1cc(=O)n(C)c2ccccc12,?,-7%,7,-22%,?,-4
COC(=O)c1cc(Cl)c(NS(=O)(=O)c2ccccc2)cc1OC,-7%,1%,8,28%,3%,-8
O=C(N/N=C/c1cc2c(cc1Br)OCO2)c1cccnc1,-19%,1%,14,6%,0%,31
CCOC(=O)c1[nH]c2ccc(OC)cc2c1NC(=O)N1CCOCC1,15µM*,-7%,-3,0%,17%,5
COc1ccccc1/C=N/NC(=O)c1ccc(Br)cc1,-9%,-11%,26*,0%,4%,19
O=C1C=C(c2cccc(O)c2)C[C@@H](c2ccc(F)cc2)C1,?,·,·,-5%,?,·
CCN(CC)CCn1nc(C)nc1-c1ccccc1O,·,5%,4,8%,-9%,6
CN(C)C(=O)CN1CCN(C(=O)CCl)CC1,?,-21%,-2,45µM*,-19%,-3
